Bioassay records as filed in PubChem.
phage Ecoli inh – E. coli growth loss with phage present; growth absorbance; inhibition, % at 11.9 µM; hit rate 0.26% among 360,000; AID 651602; in the data active means inhibition above about 11%
AddAB inh – less growth of phage-infected E. coli with AddAB | E. coli expressing H. pylori AddAB, absorbance growth | inhibition, % at 11.9 µM | hit rate 0.29% among 330,000; in the data active means inhibition above about 12%;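 further: 0% = vehicle wells of infected cells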
CDK5 inh – blocks human CDK5/p35 kinase activity; Q00535+Q15078; Recombinant CDK5/p35, ADP-Glo luminescence, 60 min; inhibition, % at 10 µM; hit rate 0.01% among 330,000; AID 488839;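 active means highest replicate inhibition of at least 50% and at least 75% of replicates reaching 50%; inconclusive means only one of the two criteria met; inactive means both criteria failed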;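 further: plate controls were DMSO neutral control for no effect and GW8510 at 10 µM for full effect; many of its hits are not listed in these tables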
Target sequence (Q00535 whole entry, looked up): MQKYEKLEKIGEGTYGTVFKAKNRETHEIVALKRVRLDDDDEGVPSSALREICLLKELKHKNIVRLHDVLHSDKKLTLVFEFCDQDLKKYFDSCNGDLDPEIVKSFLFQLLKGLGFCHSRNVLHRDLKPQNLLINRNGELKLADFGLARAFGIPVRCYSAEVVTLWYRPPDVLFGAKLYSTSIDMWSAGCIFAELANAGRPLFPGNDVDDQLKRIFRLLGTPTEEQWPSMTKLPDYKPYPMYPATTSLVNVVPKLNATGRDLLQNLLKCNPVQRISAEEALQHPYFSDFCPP
Target sequence (Q15078 whole entry, looked up): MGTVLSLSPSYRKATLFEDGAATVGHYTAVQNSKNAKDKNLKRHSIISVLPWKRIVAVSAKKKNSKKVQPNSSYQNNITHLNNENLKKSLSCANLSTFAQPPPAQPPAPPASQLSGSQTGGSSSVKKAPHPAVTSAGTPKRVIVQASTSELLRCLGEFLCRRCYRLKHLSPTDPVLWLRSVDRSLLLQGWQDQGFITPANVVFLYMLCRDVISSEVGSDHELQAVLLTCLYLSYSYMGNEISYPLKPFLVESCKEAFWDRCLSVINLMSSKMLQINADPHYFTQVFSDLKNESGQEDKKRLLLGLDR
PKA-R1A activ – activators of PKA-R1A complex; P00514+P68181; PKA-R1A dissociation, Cy5-IP20 fluorescence polarization; scaled: DMSO 0%, 113 µM cGMP 100%; activation, % at 11.4 µM; hit rate 0.083% among 340,000; AID 504707;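 active means percent activation above the mean of all tested compounds plus 3 SD, cut at about 19% in these data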;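 further: higher means more PKAc released from R1A so a rise in polarization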
Ecoli viability – bacterial growth inhibition, counter-screen for AddAB inhibitors | hit rate 0.27% among 330,000 | inhibition, % at 11.9 µM | E. coli V3065 growth, OD600 absorbance, 18 h;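 active means inhibition above the campaign's mean inhibition across all tested compounds plus 3 SD, cut at about 9.9% in these data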;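 further: uninfected addAB+ strain grown without phage in ampicillin broth; 0% = DMSO wells and 100% = ciprofloxacin 0.95 µg/ml wells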
Mot1-301 SUMO – inhibitors of SUMOylation pathway: yeast Mot1-301 growth rescue; S. cerevisiae Mot1-301 growth rescue, ATP luminescence, 38.5C; percent above DMSO median, 100 means doubled; growth rescue, % at 18.8 µM; hit rate 1% among 320,000; AID 2716;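 active means every valid replicate shows activation above 250% relative to neutral control wells; inactive means the rest, any valid replicate at or below 250%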;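 further: OY570 slx delta 5 strain wells were the positive control but not used for scaling; some compounds called inactive have numbers as strong as hits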
DAGLB inh – diacylglycerol lipase beta (human) inhibition; Q8NCG7; HEK293T DAGLB membrane lysate, EnzChek fluorogenic substrate; inhibition, % at 5.17 µM; hit rate 0.059% among 340,000; in the data active means inhibition above about 34%;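 further: 0% = enzyme with vehicle and 100% = wells lacking enzyme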
HTR5A inv ag – counter-screen for OPRM1-OPRD1 inverse agonists: human HTR5A inverse agonism | AID 504634 | inhibition, % at 9.3 µM | P47898 | HTR5A cell line, luminescence | hit rate 0.083% among 340,000; in the data active means inhibition mostly above about 23%, no sharp cut-off; inactive means mostly below about 18%;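 further: 0% = cells with DMSO and 100% = no-cell wells with DMSO; some compounds called inactive have numbers as strong as hits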
Target sequence (P47898 whole entry, looked up): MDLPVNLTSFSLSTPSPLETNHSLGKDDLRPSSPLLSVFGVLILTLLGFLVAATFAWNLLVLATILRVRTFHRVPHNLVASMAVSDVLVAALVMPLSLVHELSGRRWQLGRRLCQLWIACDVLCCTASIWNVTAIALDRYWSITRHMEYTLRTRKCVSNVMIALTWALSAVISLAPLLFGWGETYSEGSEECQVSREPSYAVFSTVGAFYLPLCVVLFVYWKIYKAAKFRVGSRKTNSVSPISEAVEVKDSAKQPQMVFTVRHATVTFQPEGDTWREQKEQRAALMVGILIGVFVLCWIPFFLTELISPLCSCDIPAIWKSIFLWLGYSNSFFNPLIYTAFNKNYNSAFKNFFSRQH
HTR5A ag – HTR5A agonism, opioid heterodimer counter-screen; hit rate 0.61% among 340,000; activation, % at 9.3 µM; HTR5A agonist assay, luminescence, cell-based; P47898; in the data active means activation mostly above about 9.5%, no sharp cut-off; inactive means mostly below about 7.6%;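 further: 0% = cells with vehicle only and 100% = reference agonist; strong numbers were not always called active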
Tat export inh – inhibitors of E. coli Tat protein transport. hit rate 0.036% among 340,000. E. coli MC4100 TorA-mCherry Tat export, fluorescence. AID 488895. inhibition, % at 10 µM;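 active means mean replicate inhibition at least 50% and at least half of replicates individually reaching 50%; inconclusive means only one of the two criteria met; inactive means neither criterion met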;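 further: exported cargo escapes ClpAP degradation while cytoplasmic cargo is degraded and loses fluorescence; 0% = median of neutral control wells and 100% = median of NaSCN control wells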
PKA-R2B activ – PKA-R2B complex activation; P22694+P31323; PKA-R2B holoenzyme dissociation, Cy5-IP20 fluorescence polarization; R2B truncated from residue 108, S112A mutant; 0% DMSO only, 100% 113 µM cGMP; activation, % at 11.4 µM; hit rate 0.079% among 340,000; AID 504700;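 active means activation above a cutoff set at the mean over all compounds plus 3 SD, cut at about 18% in these data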;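 further: higher means more holoenzyme dissociation and a rise in polarization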
* marks the source's active call; other numbers are inactive results; ? = inconclusive; / = not tested or not shown; & = joins results of further samples; ! = not active in a repeat. Only part of the results is shown. The share of hits here may be higher or lower than overall.

SMILES	phage Ecoli inh	AddAB inh	CDK5 inh	PKA-R1A activ	Ecoli viability	Mot1-301 SUMO	DAGLB inh	HTR5A inv ag	HTR5A ag	Tat export inh	PKA-R2B activ
COc1ccccc1CN1CCN(C(=O)COc2ccccc2)CC1	2.0	1.2	-0.1	-3	0.3	5	1	-32	-7	0	-13
C[C@@H]1O[C@@H](O[C@@H]2C=C3CC[C@@H]4C(CC[C@]5(C)[C@@H](c6ccc(=O)oc6)CC[C@]45O)[C@@]3(C)CC2)[C@H](O)[C@H](O)[C@H]1O (some centres undefined)	1.3	0.9	-0.7	-5	0.4	-7	-1	-65	22*	15	-6
COc1ccc(-c2cc(=O)c3c(OC)c(OC)c(OC)cc3o2)cc1	-1.7	-1.0	0.5	3	-1.8	2	-2	5	8	0	3
CC1CCN(CC(=O)c2ccccc2Cl)CC1	2.5	0.2	-0.9	-1	-0.6	12	-3	-5	2	?	-17
O=C(OCC(=O)c1ccc([N+](=O)[O-])cc1)/C(=C/c1ccc(Cl)cc1)NC(=O)c1ccccc1	2.2	-0.1	0.0	-3	1.4	28	-3	1	0	-3	-3
Cc1cc(/C=C2\C(=O)NC(=O)N(c3ccc(Cl)cc3)C2=O)c(C)n1-c1cccc(C(=O)O)c1	1.0	-3.0	-1.5	3	-2.3	5	-1	11	-3	6	-2
O=c1c2ccccc2nc(-c2ccc(Cl)cc2Cl)n1-c1ccncc1	1.5	0.9	0.7	-2	-0.9	13	1	8	8	-2	-2
Cc1ccsc1C(=O)C1CCCN(Cc2sc(N(C)C)nc2Cl)C1 (centres undefined)	4.6	1.2	1.5	-7	1.7	-9	-2	4	-1	-9	5
CC(=O)NC(Cc1ccc(N(CCCl)CCCl)cc1)C(=O)NC(CC(C)C)C(=O)O (centres undefined)	1.1	-1.3	0.2	3	-2.2	10	1	5	5	1	4
CCCCCCn1c(O)c(C=NCCN2CCCCC2)c(=O)[nH]c1=O	2.9	1.5	-0.8	-12	1.0	388	1	-16	-5	-3	-8
CCN(CC)C(=O)c1ccc(NC(=O)C2=C(C)OCCS2)cc1	2.4	1.0	1.5	-9	-0.5	294	-2	3	-1	6	-6
COC(=O)C1=C(c2cccc(OCc3ccccc3)c2)C[C@@H]2CC[C@H]1N2C(=O)NCc1ccc(F)cc1	0.6	-1.3	-1.2	-8	0.4	16	-9	-15	5	2	-8
Cc1cc(OCC(=O)NCc2ccncc2)c2c3c(c(=O)oc2c1)CCCC3	1.1	2.9	-0.1	7	1.2	-5	0	15	3	-2	5
OC(Cn1c2ccccc2c2ccccc21)C[n+]1ccccc1 (centres undefined)	1.6	2.8	-1.5	-1	-0.5	-20	0	-16	-1	6	1
O=C1NC(=O)N(c2ccccc2)C(=O)/C1=C\C=C\c1ccccc1	0.4	2.7	0.1	/	-1.1	4	/	/	/	-7	/
COC(=O)C1=C(c2ccc(-c3ccccc3)c(F)c2)C[C@@H]2CC[C@H]1N2C(=O)NC(C)C	0.6	0.4	-0.2	-8	0.7	-25	-4	13	3	-2	2
O=C(C[N+]12CCC(CC1)C(CO)C2)c1ccc([N+](=O)[O-])cc1 (centres undefined)	3.3	1.7	-0.5	3	0.7	-6	3	28	1	3	-4
O=[N+]([O-])c1cc(O)c(O)c([N+](=O)[O-])c1	1.3	-1.8	-2.2	-3	-1.6	-2	42*	14	-4	-1	-8
CCC(=NCCN1CCCCC1)c1c(O)n(C)c(=O)n(C)c1=O	3.7	-0.8	2.5	-6	2.2	/	-2	13	-4	1	3
CC(N=Cc1c(O)[nH]c(=O)[nH]c1=O)c1ccccc1 (centres undefined)	2.9	-1.7	0.5	4	-3.9	54	2	11	0	-3	-5
N#CC1=C(N)Oc2c(c(=O)oc3ccccc23)C1c1ccc(OC(=O)N2CCOCC2)cc1 (centres undefined)	1.1	-0.7	-0.1	-1	-0.1	-1	-2	-21	-2	1	2
Cc1c(C(=O)C(=O)N2CCC3(CC2)OCCO3)c2ccccc2n1C	-1.7	4.3	-0.7	9	-2.5	-1	-1	-22	-2	12	7
CS(=O)(=O)NNP(=O)(NNS(C)(=O)=O)NC(=O)c1ccccc1	1.2	2.6	-0.6	4	0.0	-12	-3	-11	1	-2	5
COc1cc(C=C2C(=O)NC(=O)NC2=O)cc(OC)c1OC	3.6	-1.1	-0.2	2	-1.5	-13	-1	-24	6	-3	-1
Cc1cc(C)cc(-n2c(O)c(C=Nc3ccc(N4CCOCC4)cc3)c(=O)[nH]c2=S)c1	3.1	0.5	-1.2	-11	-0.8	-8	2	-10	5	11	2
O=C(Nc1ccccc1Cl)OC1CN2CCC1CC2 (centres undefined)	3.0	-0.9	0.5	3	-3.0	0	3	3	2	-2	5
CCOC(=O)C1C(=O)N(C)C2(C)CC1c1cc(OC)ccc1O2 (centres undefined)	2.5	1.0	-2.4	2	-3.4	-18	-3	-1	-1	2	-9
O=C(CN1CCN(c2ccccc2F)CC1)Nc1cccnc1Cl	4.4	1.7	-1.8	-3	-2.4	-7	-5	-10	3	-11	-6
Fc1ccc(CCNCc2ccc(Br)cc2)cc1	6.5	2.3	-2.6	-9	-0.1	5	-3	-8	3	-17	-5
CCNc1cc(N2CCN(C)CC2)ccc1[N+](=O)[O-]	1.5	0.8	2.7	-2	-0.1	195	2	5	0	-5	-5
COCCOC(=O)C1=C(N)OC(C)=C(C(=O)OC)C12C(=O)Nc1ccccc12 (centres undefined)	-0.6	-0.2	0.5	-4	0.3	-5	1	1	0	-1	-6
COC(=O)C1=C(c2ccccc2)C[C@@H]2CC[C@H]1N2C(=O)NCc1ccccc1	2.0	0.3	2.7	2	-0.6	185	-1	2	1	1	-1
COC(=O)C1=C(c2ccc(OC)c(OC)c2)C[C@@H]2CC[C@H]1N2C(=O)NC1Cc2ccccc2C1	3.3	1.2	1.0	-3	-0.1	7	-1	1	5	-8	-15
CCC(C)n1c(O)c(/C=N/Nc2nc3c(c(=O)n(C)c(=O)n3C)n2C)c(=O)[nH]c1=S (centres undefined)	1.6	-1.4	5.2	-2	-1.3	-9	7	1	-2	-1	1
Cn1cc(C(=O)c2ccccc2)c2ccccc21	2.3	-0.3	0.3	-14	-2.0	24	-2	-13	4	2	0
CC(=O)OC1CC2(O)C3CCC4CC(O)CCC4(C)C3CCC2(C)C1C1=CC(=O)OC1 (centres undefined)	1.9	/	0.0	0	/	/	-2	-108	28*	-3	1

Continued; it opens with the two that closed the last part.
SMILES	phage Ecoli inh	AddAB inh	CDK5 inh	PKA-R1A activ	Ecoli viability	Mot1-301 SUMO	DAGLB inh	HTR5A inv ag	HTR5A ag	Tat export inh	PKA-R2B activ
Cn1cc(C(=O)c2ccccc2)c2ccccc21	2.3	-0.3	0.3	-14	-2.0	24	-2	-13	4	2	0
CC(=O)OC1CC2(O)C3CCC4CC(O)CCC4(C)C3CCC2(C)C1C1=CC(=O)OC1 (centres undefined)	1.9	/	0.0	0	/	/	-2	-108	28*	-3	1
CCC1(CCCC(=O)c2ccc(F)cc2)C(=O)NC(=S)NC1=O	1.1	-1.6	-1.9	-8	-0.6	-5	-2	15	-3	1	-1
CN(CCc1nnc(N)s1)[N+](=O)[O-]	2.6	1.4	-0.2	-13	2.5	-18	0	-41	5	0	-8
COC(=O)C1=C(c2cc3ccccc3o2)C[C@@H]2CC[C@H]1N2C(=O)N1CCC(C)CC1	1.4	1.1	-2.7	4	-1.2	-1	-8	0	-3	15	-5
COc1cc(C)c(CN2CCN(c3ccccc3)CC2)cc1C	2.0	-0.5	0.8	-13	-3.7	1	-3	2	-1	13	-3
O=C(C1CCCO1)N1CCC2(CC1)OCCO2 (centres undefined)	1.6	0.8	1.4	4	0.7	-11	1	-17	5	-10	0
CC/C(=N\Nc1ccccc1)c1c(O)[nH]c(=O)[nH]c1=O	3.8	2.6	1.5	-2	1.1	217	4	-5	1	0	-6
OCC#CC[N+]1(CC#Cc2ccccc2)CCCC1	1.5	0.2	-1.1	-2	-1.8	/	0	-4	1	-4	1
CN1CC=C2C(C#N)=C(N)C(C#N)(C#N)C(c3ccncc3)C2C1 (centres undefined)	/	3.5	0.9	-11	1.9	1	-4	6	2	-8	-14
CN(C)[C@@H]1C(=O)C(C(N)=O)=C(O)[C@@]2(O)C(=O)C3=C(O)c4c(O)cccc4[C@@](C)(O)C3[C@H](O)C12 (some centres undefined)	98*	0.4&-2.8	-0.3&-0.1	-6&-1	-0.2&-2.4	278&13	2&6	-5&-27	1&0	150*!	-1&5
CC(C)CN1CCN(Cc2cccc3c2OCO3)CC1CCO (centres undefined)	-1.5	4.5	-1.4	-1	-1.8	0	-3	-11	4	7	5
CCOC(=O)c1ccc2c(c1)n(Cc1ccccc1)c(C)[n+]2CC	-0.5	-1.0	-0.2	-9	0.6	-4	2	-8	-3	-9	0
O=C(c1cc(C(=O)NCc2ccccc2)c(=O)n(Cc2ccccc2)c1)c1cc(Cl)ccc1O	1.7	1.3	-1.0	6	-1.3	-7	-1	-20	6	-22	-1
O=[N+]([O-])c1cc([As](=O)(O)c2ccc(O)c([N+](=O)[O-])c2)ccc1O	1.0	-0.2	2.3	-11	-2.9	-12	2	1	0	-9	-2
COCCOC(=O)c1c(N)n(Cc2ccco2)c2nc3ccccc3nc12	0.0	2.8	-1.2	-5	1.4	-9	-4	3	-1	4	7
C=CCN1CC[C@]23c4c5ccc(O)c4OC2C(O)CC[C@@]3(O)[C@H]1C5 (some centres undefined)	1.0	-1.5	0.4	3	1.5	/	2	-13	6	-2	3
C=CCNC(=S)/N=C/c1c(O)[nH]c(=O)[nH]c1=O	3.4	-0.4	-0.7	-7	0.9	24	-4	-6	3	-2	-1
Cc1nn(CC(C)C)c(Cl)c1C(=O)O	4.4	-2.6	-7.9	-2	-0.6	-11	3	7	-3	-7	3
CC1CCC(N2CCN(C(=O)COc3ccccc3)CC2)CC1 (centres undefined)	0.9	3.4	0.2	-11	-0.6	18	-2	-20	5	2	7
Cc1nn(Cc2ccccc2Cl)c(Cl)c1C(=O)OCC(=O)NCc1ccco1	0.7	0.6	-0.2	-4	-1.9	19	-5	-28	6	-2	-5
O=C(c1ccccc1F)N1C[C@H]2C[C@@H](C1)c1cccc(=O)n1C2	2.6	2.4	0.2	1	-1.2	77	-4	10	0	0	2
Cc1c(/C=N/O)c2ccccc2n1C	1.4	0.8	0.9	7	0.0	1	5	-32	-1	-4	-2
O=c1c2ccccc2[nH]c(=S)n1-c1ccc2c(c1)OCO2	3.3	1.2	1.0	9	1.3	-6	1	1	0	1	1
CCC(=NCc1ccc2c(c1)OCO2)c1c(O)n(C2CCCCC2)c(=O)[nH]c1=O	4.8	1.5	1.5	-20	-1.6	-1	4	2	0	0	2
COc1ccccc1OCC#CCN1CCCC(C)C1 (centres undefined)	3.2	-2.8	-0.2	-9	4.1	3	0	-9	-2	-11	-7
